Screens: PubChem BioAssay, Johns Hopkins Ion Channel Center
CHT allo act: CHT positive allosteric modulators, primary screen, cell-based, membrane potential dye, choline EC20; High affinity choline transporter 1 (Homo sapiens), Q9GZV3; B-score at 10 µM; CHT-expressing cells; hits give high values; LV-AA mutant CHT in HEK293 cells; 0.49% of 310,000 active;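 active = initial fluorescence not abnormally high and integrated response B-score, plate-corrected, over 3 SD above library mean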
Target sequence (Q9GZV3 whole entry, looked up): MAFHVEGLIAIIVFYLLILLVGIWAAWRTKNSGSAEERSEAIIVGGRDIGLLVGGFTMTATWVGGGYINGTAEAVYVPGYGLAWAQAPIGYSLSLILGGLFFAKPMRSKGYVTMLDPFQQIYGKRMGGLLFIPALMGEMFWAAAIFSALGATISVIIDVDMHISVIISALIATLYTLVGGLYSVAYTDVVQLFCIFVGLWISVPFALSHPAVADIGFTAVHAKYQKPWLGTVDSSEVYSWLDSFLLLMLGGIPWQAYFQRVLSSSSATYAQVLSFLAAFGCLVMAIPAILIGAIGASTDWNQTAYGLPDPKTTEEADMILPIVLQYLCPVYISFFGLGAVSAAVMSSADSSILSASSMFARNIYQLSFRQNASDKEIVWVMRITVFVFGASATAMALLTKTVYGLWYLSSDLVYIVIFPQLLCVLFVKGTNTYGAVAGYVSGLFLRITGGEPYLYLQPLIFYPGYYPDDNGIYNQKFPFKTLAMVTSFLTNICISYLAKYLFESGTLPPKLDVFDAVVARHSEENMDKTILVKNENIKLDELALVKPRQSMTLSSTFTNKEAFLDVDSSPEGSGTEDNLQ
CHT block: inhibitors of human choline transporter CHT; 0.86% of 310,000 active; B-score at 10 µM; CHT-expressing cells, membrane potential dye, choline response; hits give low values; High affinity choline transporter 1 (Homo sapiens), Q9GZV3;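 active = B-score over 3 SD under the library average, and starting fluorescence ratio not unusually high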;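 note: choline stimulus applied at its EC90 after an EC20 pre-addition; B-score computed on integrated fluorescence ratio after choline addition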
Numbers without * were called inactive; i = inactive.

SMILES	CHT allo act	CHT block
CC1=NNC(=O)/C1=C\c1cn(-c2ccccc2)nc1-c1ccccc1	i	i
COc1ccc(OC)c(C2C3=C(CCCC3=O)NC3=C2C(=O)CCC3)c1	i	i
CC(C)CC(=O)NC(=S)NNC(=O)c1ccc([N+](=O)[O-])cc1	i	i
CCC(C)Nc1nc2c(c(=O)n(C)c(=O)n2C)n1C (stereo not given)	i	i
O=C(Nc1ccc(S(=O)(=O)N2CCOCC2)cc1)c1ccc2ncsc2c1	i	i
CCN1CCc2c(sc(NC(=O)Cc3ccccc3)c2C(=O)OC)C1	i	i
COC(=O)CP(=O)(c1ccccc1)c1ccccc1	i	i
O=C(Nc1ccccc1N1CCOCC1)C1(c2ccc(Cl)cc2)CCC1	i	i
CCOCCn1c(CN2CCN(c3ccc(OC)cc3)CC2)nc2c1c(=O)n(C)c(=O)n2C	i	i
Cc1cc(SCc2ccccc2)nc(=O)[nH]1	i	i
Cc1ccc(N2C(=O)c3ccccc3C2Nc2ccccc2)nc1 (stereo not given)	i	i
CCN(C(=S)NC(=O)C1CC1)c1ccccc1	i	i
CCCNC(=O)/C(C#N)=C1\N=C(NC(=O)c2cccs2)c2ccccc21	i	i
CCCCCCNC(=O)c1cccc(-c2ccc(C)c3ccccc23)n1	i	-12.4*
CCOC(=O)c1cccc(NC(=O)CSc2nnc(-c3ccoc3C)n2CCOC)c1	i	i
CCCCNC(=O)CC1C(=O)N(Cc2ccccc2)C(C)c2nc3ccccc3n21 (stereo not given)	i	i
COc1ccc2oc(C(=O)N(C)Cc3ccc(OC(F)F)cc3)c(C)c2c1	i	i
COc1ccc(OC)c(N(CC(=O)N2CCOCC2)S(C)(=O)=O)c1	i	i
CCN(CC)C(=O)C1CCN(Cc2cccc(OCc3ccccc3)c2)CC1	i	i
CC1CCN(C(=O)CSc2nc3ccccc3[nH]2)CC1	i	i
CCn1c(SCC(=O)Nc2cccc(NC(=O)c3cccs3)c2)nnc1-c1ccncc1	i	i
Cc1nn(-c2ccccn2)c2c1C(c1c(F)cccc1Cl)C1=C(N2)c2ccccc2C1=O (stereo not given)	i	i
CCOC(=O)C1CCCN(c2c(NCCCN(CC)c3cccc(C)c3)c(=O)c2=O)C1 (stereo not given)	i	i
COc1ccc(NC(=O)c2cc(C)on2)cc1	i	i

The last five entries of the section before come first, to join the parts:
SMILES	CHT allo act	CHT block
CC1CCN(C(=O)CSc2nc3ccccc3[nH]2)CC1	i	i
CCn1c(SCC(=O)Nc2cccc(NC(=O)c3cccs3)c2)nnc1-c1ccncc1	i	i
Cc1nn(-c2ccccn2)c2c1C(c1c(F)cccc1Cl)C1=C(N2)c2ccccc2C1=O (stereo not given)	i	i
CCOC(=O)C1CCCN(c2c(NCCCN(CC)c3cccc(C)c3)c(=O)c2=O)C1 (stereo not given)	i	i
COc1ccc(NC(=O)c2cc(C)on2)cc1	i	i
O=C(NNC(=O)C1CCN(S(=O)(=O)c2ccccc2C(F)(F)F)CC1)c1ccccc1O	i	i
Cc1cc(Br)ccc1NC(=O)CN(C)C(=O)COc1cccc2c1OC(C)(C)C2	i	i
O=C(Nc1cccc(Cl)c1)NC1CCN(C2CCCCC2)C1 (stereo not given)	i	i
COc1ccc(Cl)cc1NC(=O)c1cc(-c2ccc(C)cc2O)n[nH]1	i	i
CCSc1ccccc1C(=O)N1CCN(c2ccccc2F)CC1	i	i
O=C(NC12CC3CC(CC(C3)C1)C2)N1CCC(O)CC1	i	i
N#Cc1ccc(S(=O)(=O)N2CCC(N3CCCCC3)CC2)cc1	i	i
COc1ccc(C(=O)C2CCCN(Cc3cccn3-c3ccc(Cl)cn3)C2)c(OC)c1 (stereo not given)	i	i
Cc1ccc(S(=O)(=O)N2CCN(c3ccccc3)CC2)cc1	i	i
N#C/C(=C\c1ccc2c(c1)OCCO2)C(=O)NC1CCCCC1	i	i
Cc1nn(C)cc1CNC(=O)c1ccc(F)cc1	i	i
CC(C)(C)NC(=O)Cc1ccc(Cl)c(Cl)c1	i	i
CCn1c(-c2ccccc2SC)n[nH]c1=S	i	i
COC(=O)c1ccc(COc2cc(O)c3c(c2)OC(C)(C)CC3=O)cc1	i	i
CC(=O)c1ccc2c(c1)C1C=CCC1C(c1ccncc1)N2 (stereo not given)	i	i
O=C(Oc1ccc(/C=N/n2cnnc2)cc1)c1cccc([N+](=O)[O-])c1	i	i
CCOC(=O)/C(=N\Nc1ccccc1[N+](=O)[O-])c1csc(Nc2ccccc2)n1	i	i
CC1=C(C(=O)OCCC(C)C)C(c2ccc3c(c2)OCO3)NC(=O)N1 (stereo not given)	i	i
COc1ccc(Cc2nnc(SCc3ccc([N+](=O)[O-])cc3)o2)cc1	i	i
Cc1ccc(N=C2C(=O)Nc3ccc(Br)cc32)cc1	i	i
O=C(CN(C(=O)CCC(=O)Nc1nccs1)c1ccccc1F)NCc1ccc(F)cc1	i	i
COc1ccc(/C=N/NC(=O)c2nn(-c3ccc(Cl)cc3)c(=O)c3c(N)scc23)cc1	i	i
COCCCn1c(SCC(=O)N2CCOCC2)nc2ccccc2c1=O	i	i
CN(C)Cc1c(O)ccc2cc(-c3nc4ccccc4n3C)c(=O)oc12	i	i
CCOC(=O)c1ccc(NC(=S)N2CCSC2c2ccc(Cl)cc2)cc1 (stereo not given)	i	i
C=C(C(=O)O)C(CCCCCC)C(=O)O (stereo not given)	i	i
Cc1nnc(SCc2ccc(F)cc2Cl)s1	i	i
COc1ccc(N2CC(C(=O)Nc3cc(C)ccn3)CC2=O)cc1 (stereo not given)	i	i
CC(C)(C)NC(=O)CN(C(=O)c1csnn1)c1cccc2c1CCCC2	i	i
Cc1ccc(S(=O)(=O)NCC(=O)N2CCOCCOCCOCC2)cc1	i	i
CC(C)CCNC(=O)/C=C/c1ccc(Br)cc1	i	i
COc1ccc(C2=Nc3cccc4cccc(c34)N2)cc1	i	i
CN(C)c1ccc(NC(=O)CN2CCC(N3CCCCC3)CC2)cc1	i	i
Cc1ccc(Cn2nnc3c(=O)[nH]c(C4CCN(C(=O)Cc5cccs5)CC4)nc32)cc1	i	i
COc1ccc(NC(=O)C(C)SCc2ccccc2)cc1 (stereo not given)	i	i
CCNc1oc(COc2cccc(C)c2)nc1C#N	i	i
CC1CC(=O)Nc2ccccc2N1S(=O)(=O)c1cccs1 (stereo not given)	i	i
Cc1c(OCC(=O)NCCCN2CCOCC2)ccc2c1oc(=O)c1ccccc12	i	i
C#CC(C)(CC)NC(=O)Cn1nnc(-c2ccc(S(C)(=O)=O)cc2)n1 (stereo not given)	i	i
NS(=O)(=O)c1ccc(NC(=O)COC(=O)Cc2ccc(Cl)cc2)cc1	i	i
Cc1ccc(CNc2nc(N)c([N+](=O)[O-])c(NCc3ccccc3)n2)cc1	i	i
COc1ccc(CN2CCN(CCc3ccccc3)C(CCO)C2)c(O)c1 (stereo not given)	i	i
CCn1nc(C)c(CNCc2cn[nH]c2-c2cc3ccccc3o2)c1C	i	i
Cc1cccc(CCNC(=O)C2CCC(=O)N(Cc3ccc(Cl)cc3)C2)n1 (stereo not given)	i	i
Cc1ccc(OCC(=O)N/N=C\c2ccncc2)c(C)c1	i	i
COc1ccc(-c2[nH]ncc2CN2CCC(C(=O)N3CCOCC3)CC2)c(F)c1	i	i
COc1ccc(/C=C2/CCOC2=O)cc1	i	i
C=CC(O)(C#CCN(CC)CC)c1ccccc1 (stereo not given)	i	i
Cc1cccc(C)c1OCC(O)CNC(C)c1ccccc1 (stereo not given)	i	i
CC(C)C(=O)Nc1nnc(S(=O)(=O)N2CCCCCC2)s1	i	i
CCCCNc1ncnc2c1cnn2-c1ccc(C)cc1C	i	i
CCN(CC)C(=O)Cn1cc(S(=O)(=O)CC(=O)N2CC(C)OC(C)C2)c2ccccc21 (stereo not given)	i	i
CN(C)C(=O)NC1C=CS(=O)(=O)C1 (stereo not given)	i	i
COCC1CCN(C(=O)c2ccc3oc(Cc4ccccc4)nc3c2)C1 (stereo not given)	i	i
O=C(O)c1cccc(CSc2ncccn2)c1	i	i
C/C(=N\NC(=O)c1ccc(NS(=O)(=O)c2cccs2)cc1)c1ccc2c(c1)OCO2	i	i
O=C(N/N=C\c1ccccn1)c1cccc(C(=O)N/N=C\c2ccccn2)n1	i	i
Cc1ccc(N2C(=O)C(CC(=O)Nc3cccc(F)c3)N(C3CC3)C2=O)cc1 (stereo not given)	i	i
N/C(=N\OC(=O)CC1CCCCC1)c1cccc([N+](=O)[O-])c1	i	i
COc1ccccc1NC(=O)CSc1nnc(COc2ccccc2OC)n1C	i	i

Four records picked at random from those above:
SMILES	CHT allo act	CHT block
CCCCNc1ncnc2c1cnn2-c1ccc(C)cc1C	i	i
CCN(CC)C(=O)Cn1cc(S(=O)(=O)CC(=O)N2CC(C)OC(C)C2)c2ccccc21 (stereo not given)	i	i
O=C(O)c1cccc(CSc2ncccn2)c1	i	i
COCC1CCN(C(=O)c2ccc3oc(Cc4ccccc4)nc3c2)C1 (stereo not given)	i	i

(cont.)
SMILES	CHT allo act	CHT block
CC1(C)C(=O)OC(C(=O)c2ccccc2)C(C)(C)C1=O (stereo not given)	i	i
CCc1ccccc1NC(=O)COc1ccc2c(c1)OCO2	i	i
Cc1nc2ccc([N+](=O)[O-])cc2c(=O)n1Cc1ccc(Cl)cc1	i	i
CCCCOc1ccc(C(=O)N2CCCC2)cc1	i	i
Cn1cc(CCNC(=O)CCc2nnc(CCCCc3ccccc3)o2)cn1	i	i
CCOc1ccc(NS(=O)(=O)c2ccc3ncsc3c2)cc1	i	i
CCC(COC(=O)Nc1cccc(C)c1)NC(=O)OCC(C)C (stereo not given)	i	i
COCCn1c(SCc2nc3sc(C(=O)OC)c(C)c3c(=O)[nH]2)nc2ccccc21	i	i
COc1ccc(C2=NOC(C(=O)Nc3ccc(C)cc3)C2)cc1OC (stereo not given)	i	i
Cc1ccc(C2(c3noc(CN(C)CC4COCCO4)n3)CCCC2)cc1 (stereo not given)	i	i
CCOc1ccc(NC(=O)CN2CCC(n3cnc4cc(F)ccc43)CC2)cc1	i	i
O=C(CSc1nnc2nnc3ccccc3n12)N1CCOCC1	i	i

One compound at a time (already shown):
Profile of `Cc1ccc(S(=O)(=O)N2CCN(c3ccccc3)CC2)cc1` = CHT allo act = i; CHT block = i
Profile of `CCC(C)Nc1nc2c(c(=O)n(C)c(=O)n2C)n1C` (stereo not given) = CHT allo act = i; CHT block = i

Other results follow:
SMILES	CHT allo act	CHT block
COc1ccc(OC)c(N(CC(=O)N2CCCC2)S(=O)(=O)c2ccc(C)cc2)c1	i	i
O=C(CN1CCCCCC1)Nc1ccc(F)c(F)c1F	i	i
O=[N+]([O-])c1nn(-c2ccc(Cl)cc2)n(O)c1=NCc1cccnc1	i	i
COc1ccc2c(c1)[nH]c1c(=O)n(CCc3cnc[nH]3)cnc12	i	i
COCCN1Cc2cccc(C(=O)Nc3cccc(C)c3C)c2C1=O	i	i
CC(C)COCC(CN(Cc1ccccc1)c1ccccc1)N1CCCC1 (stereo not given)	i	-5.19*
Cc1c([N+](=O)[O-])cc(C(=O)Nc2ccc(Cc3ccncc3)cc2)cc1[N+](=O)[O-]	i	i
COc1cc(OC)cc(C(=O)N2CCN(C3CCN(Cc4ccccc4)CC3)CC2)c1	i	i
CC(C)(C)OC(=O)N/N=C/c1ccc(N2CCOCC2)s1	i	i
CC(C)CCNC(=O)C(C)N(C(=O)Cn1nnc(-c2ccc(F)cc2)n1)C1CCCC1 (stereo not given)	i	i
CC(=O)N1c2ccc(S(=O)(=O)N3CCCC(C(=O)Nc4cc(C)cc(C)c4)C3)cc2CC1C (stereo not given)	i	i
Cc1nc(C(F)(F)F)nc(Nc2ccc(Br)cc2)c1C#N	i	i
CN(C)C(=S)c1ccccc1	i	i
CC(=O)NC(=S)Nc1cccc(S(=O)(=O)NC2=NCCC2)c1	i	i
Cc1c(Cl)cccc1NC(=O)CCC(=O)c1cccs1	i	i
O=c1[nH]c2ccccc2n1CCCSc1cnc2ccccc2n1	i	i
COc1ccc(OC)c2[nH]c(=O)c(CCNC(=O)COc3ccccc3)cc12	i	i
O=C(CCn1c(=O)oc2ccccc21)Nc1nc2ccccc2s1	i	i
COc1ccc(-n2c(Cc3cccn3C)nnc2SCC(=O)Nc2ccc3c(c2)OCCO3)cc1	i	i
COc1ccccc1NC(=O)Nc1c(C)nn(C)c1C	i	i
COC(=O)c1cc2c(ccn2-c2ccc(F)cc2)n1CC(=O)N1CCN(C(=O)c2ccco2)CC1	i	i
COc1cc([C@@H]2C[C@H]3CN(c4ccccc4)C(=O)[C@]34CCCN24)cc(OC)c1OC	i	i
CC(C)(C)C(=O)NC1CCN(CC(=O)Nc2ccc3c(c2)OCO3)CC1	i	i
Cc1nn(C(C)(C)C)c(OC(=O)c2cccs2)c1Sc1ccccc1	i	i
COC(=O)c1nc[nH]c1C(=O)OC	i	i
COC(=O)C1=C(SC)N(c2ccc(OC)cc2)C(c2ccccc2)CC1=O (stereo not given)	i	i
O=C(NN1CCOCC1)c1ccccc1	i	i
CCCc1nnc(NC(=O)CCC(=O)N2CCN(Cc3ccc(F)cc3)CC2)s1	i	i
O=C(Nc1ccccc1-c1ccccc1)c1ccco1	i	i
CCOC(=O)C1C(=O)NC(c2ccccc2)=NC1c1ccc(O)c(OC)c1 (stereo not given)	i	i
COc1ccc(N(C)S(=O)(=O)c2cccc(C(=O)OCC(=O)NCc3ccccc3OC)c2)cc1	i	i
CCC(=O)N1CCN(c2ccc(NC(=O)c3ccc(N4CCCC4)c([N+](=O)[O-])c3)cc2)CC1	i	i

Part of the list above in order of number of heavy atoms, highest first:
SMILES	CHT allo act	CHT block
CCC(=O)N1CCN(c2ccc(NC(=O)c3ccc(N4CCCC4)c([N+](=O)[O-])c3)cc2)CC1	i	i
CCCc1nnc(NC(=O)CCC(=O)N2CCN(Cc3ccc(F)cc3)CC2)s1	i	i
O=C(NN1CCOCC1)c1ccccc1	i	i

No enrichment for hits; any-hit rate near 1.4%.
